Compound activity from PubChem.
pPAFAH FP inh: pPAFAH (human) enzyme inhibition; Q13093; recombinant pPAFAH, FP-rhodamine probe fluorescence polarization; inhibition, % at 3.39 µM; 1.5% of 330,000 active;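 active = inhibition above the mean inhibition across the screen plus 3 SD, cut at about 25% in these data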;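 note: inhibitors block binding of the rhodamine activity-based probe so polarization drops; 0% = enzyme with DMSO and 100% = wells lacking pPAFAH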
Target sequence (Q13093 whole entry, looked up): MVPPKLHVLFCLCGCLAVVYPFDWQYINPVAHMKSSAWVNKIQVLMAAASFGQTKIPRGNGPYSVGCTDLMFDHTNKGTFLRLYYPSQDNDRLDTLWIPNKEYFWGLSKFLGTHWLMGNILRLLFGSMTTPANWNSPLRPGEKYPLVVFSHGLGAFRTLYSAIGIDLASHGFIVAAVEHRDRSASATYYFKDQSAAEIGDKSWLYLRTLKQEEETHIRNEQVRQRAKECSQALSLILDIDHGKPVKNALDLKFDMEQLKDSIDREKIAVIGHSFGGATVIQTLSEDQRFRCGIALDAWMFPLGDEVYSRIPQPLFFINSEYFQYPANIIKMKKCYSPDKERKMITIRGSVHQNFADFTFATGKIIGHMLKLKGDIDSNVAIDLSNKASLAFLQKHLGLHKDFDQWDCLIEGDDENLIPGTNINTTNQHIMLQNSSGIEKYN
PAFAH2 inh: inhibitors of human PAFAH2; 0.99% of 340,000 active; AID 492956; Q99487; recombinant PAFAH2, FP-rhodamine activity probe, fluorescence polarization; inhibition, % at 3.39 µM;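 active = inhibition above the mean over all tested compounds plus 3 SD, cut at about 30% in these data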;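 note: inhibitors block probe labeling of enzyme so polarization drops; 0% = enzyme with DMSO and 100% = wells lacking PAFAH2 protein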
GSTO1 inh: GSTO1 inhibition, counter-screen for RBBP9 inhibitors; recombinant GSTO1, activity-based probe fluorescence polarization; inhibition, % at 5.96 µM; 1.1% of 300,000 active;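 active = inhibition above the campaign mean inhibition plus 3 SD, cut at about 35% in these data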;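 note: 0% = GSTO1-1 with DMSO and 100% = wells lacking GSTO1-1 enzyme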
Target sequence (P78417 whole entry, looked up): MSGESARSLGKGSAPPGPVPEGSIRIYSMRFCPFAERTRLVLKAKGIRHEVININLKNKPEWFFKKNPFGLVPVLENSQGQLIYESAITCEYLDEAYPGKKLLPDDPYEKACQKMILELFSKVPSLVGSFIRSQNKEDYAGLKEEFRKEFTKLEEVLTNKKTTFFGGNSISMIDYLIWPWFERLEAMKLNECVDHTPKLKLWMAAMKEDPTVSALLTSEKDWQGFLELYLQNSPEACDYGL
Fam108B inh: blocks mouse Fam108B hydrolase in RBBP9 counter-screen. recombinant Fam108B, FP-Rh probe fluorescence polarization. AID 1947. 0.33% of 300,000 active. inhibition, % at 9.51 µM;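 active = inhibition above the screen mean inhibition plus 3 SD, computed separately per campaign, cut at about 18% in these data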;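 note: inhibitors lower polarization as less probe binds the enzyme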
PAFAH1B2 inh: inhibitors of human PAFAH1B2. 1.2% of 340,000 active. inhibition, % at 3.39 µM. recombinant PAFAH1B2, FP-rhodamine activity probe, fluorescence polarization. AID 492953;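 active = inhibition above the mean of all tested compounds plus 3 SD, cut at about 24% in these data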;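 note: 0% = enzyme with DMSO and 100% = wells lacking PAFAH1B2; many of its hits are not listed in these tables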
Target sequence (P68402 whole entry, looked up): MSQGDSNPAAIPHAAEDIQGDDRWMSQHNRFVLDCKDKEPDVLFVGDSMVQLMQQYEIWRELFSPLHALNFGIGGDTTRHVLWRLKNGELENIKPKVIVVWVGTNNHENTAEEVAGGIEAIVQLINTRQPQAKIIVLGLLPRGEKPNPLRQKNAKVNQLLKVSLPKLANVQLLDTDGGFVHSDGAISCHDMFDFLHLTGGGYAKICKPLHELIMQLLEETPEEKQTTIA
PAFAH1B3 inh: blocks human PAF acetylhydrolase 1B catalytic subunit 3; inhibition, % at 3.39 µM; 0.28% of 340,000 active; Q15102; recombinant PAFAH1B3, FP-rhodamine probe, fluorescence polarization;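 active = inhibition above the screen-wide average of all tested compounds plus 3 SD, cut at about 25% in these data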;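 note: 0% = enzyme with DMSO only and 100% = wells lacking PAFAH1B3 protein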
LYPLA1 counter: LYPLA1 (human) inhibition in PME1 counter-screen. 0.16% of 320,000 active. O75608. inhibition, % at 5.9 µM. recombinant LYPLA1, FP-Rh probe fluorescence polarization. AID 2174;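 active = inhibition above the mean of all tested compounds plus 3 SD, set per campaign, cut at about 14% in these data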;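 note: inhibitors block serine hydrolase probe labeling of LYPLA1 so polarization falls; 0% = enzyme with DMSO and 100% = wells lacking LYPLA1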
PME-1 inh: blocks human protein phosphatase methylesterase 1. Q9Y570. 0.53% of 320,000 active. recombinant PME-1, FP-Rh probe fluorescence polarization. AID 2130. inhibition, % at 5.9 µM;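 active = inhibition above the campaign mean of all compounds plus 3 SD, cut at about 26% in these data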;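 note: competitive labeling of PME-1 active site by serine hydrolase directed probe; 0% = PME-1 with DMSO and 100% = wells lacking PME-1 enzyme; inhibitors block probe labeling so polarization falls and inhibition rises; many of its hits are not listed in these tables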
PAD4 inh: inhibitors of human PAD4 | inhibition, % at 6.36 µM | Q9UM07 | 0.41% of 330,000 active | recombinant PAD4, RCA probe fluorescence polarization;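 active = percent inhibition above a cutoff equal to the mean of all tested compounds plus 3 SD, cut at about 15% in these data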;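 note: 0% = PAD4 with RCA probe and DMSO and 100% = probe without PAD4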
* = called active by the depositor; . = no result given.

SMILES	PME-1 inh	Fam108B inh	pPAFAH FP inh	LYPLA1 counter	GSTO1 inh	PAFAH1B2 inh	PAFAH1B3 inh	PAFAH2 inh	PAD4 inh
O=c1c2ccccc2c(-c2ccc(F)cc2)nn1-c1ccc(C(F)(F)F)cc1	-7	-3	0	-6	6	-4	-3	-12	0
CCOc1ccc(-c2c(C#N)c(N)nc3c2c(=O)n(C)c(=O)n3C)cc1OC	0	0	1	3	5	0	0	-4	0
CCc1ccccc1NC(=O)CN1CCN(C(=O)CNC(=O)Cc2cccc3ccccc23)CC1	2	.	2	4	.	-3	6	4	-2
CSc1sc(C(=O)NCC2CC2)cc1S(=O)(=O)C(C)C	-5	1	0	-2	9	2	10	-2	2
Cc1cccc(-n2ncc3c(NCc4ccccn4)ncnc32)c1	-5	-1	8	1	-4	0	3	-1	-7
COc1ccccc1C(=O)Nc1ccc2ccccc2c1	0	0	-1	-3	-1	5	10	-6	3
COc1cc([N+](=O)[O-])ccc1NC(=O)Cc1ccccc1	0	-1	3	-1	6	2	5	-2	-2
Cc1ccc(C(=O)Nc2cc(Cl)ccc2-n2cncn2)s1	7	-2	-4	-1	-10	-4	-7	-1	-2
Cc1ccc(S(=O)(=O)Nc2ncnc3ccccc23)cc1	-1	-1	2	-1	4	0	5	1	-4
CCN(CC)S(=O)(=O)c1ccc(C(=O)Nc2ccc3c(c2)OCCO3)cc1	0	-1	2	0	30	0	-5	1	0
Cn1cc(C(=O)NCC2COc3ccccc3O2)c(=O)c2cc(S(=O)(=O)N3CCCCC3)ccc21 (stereo not drawn)	1	-12	-5	-7	2	-6	-8	1	-2
COc1ccc(CN(C)C(=O)c2ccc(Cl)c(S(=O)(=O)NCc3cccnc3)c2)cc1F	9	.	0	4	.	-5	3	0	7
Cc1ccc2ncc(NC(=O)c3ccc(F)cc3)c(=O)n2c1	-1	3	2	4	-1	3	4	0	2
O=C(C1CCCN(c2ncnc3c2nc2n3CCCCC2)C1)N1CCN(c2ccccc2)CC1 (stereo not drawn)	7	-4	1	-2	-2	-3	5	2	-3
CN(C)CCCN(C(=O)/C=C/c1cccs1)c1nc2ccc(F)cc2s1	-8	0	-6	0	-6	-2	10	-11	-2
Cc1cccc(NC(=O)CSc2nc3c([nH]c4ccccc43)c(=O)n2C)c1	-3	-4	-13	0	2	4	4	5	5
Nc1nnc(-c2ccc(F)cc2)s1	1	0	1	-1	-2	-1	3	3	0
COc1ccc(Cl)cc1C(=O)NC(=S)Nc1cc(-c2nc3ccccc3[nH]2)ccc1C	-46	-43	-28	-46	-16	-35	-50	-57	-3
Oc1ccccc1-c1cc(-c2cccc(F)c2)n[nH]1	-19	-11	-8	-14	-15	0	-9	-18	-1
O=C(Nc1cccc([N+](=O)[O-])c1)c1ccc2c(c1)C(=O)N(c1ccccn1)C2=O	1	4	-4	0	-2	1	-4	4	-5
O=C1N(O)C2(C=CCCC2)/C(=N\O)C12CCCCC2 (stereo not drawn)	-9	-4	-7	-1	10	6	7	-3	-4
COc1cccc(/C=N/NC(=O)c2cccc([N+](=O)[O-])c2)c1OS(=O)(=O)c1ccccc1	3	-3	-2	-3	-2	7	7	0	-1
O=C(Nc1ccc(CN2CCOCC2)cc1)c1ccco1	-2	4	2	4	-2	0	9	-3	2
O=C(COC(=O)C12CC3CC(CC(Cl)(C3)C1)C2)Nc1ccc2[nH]c(=O)[nH]c2c1	5	.	6	-6	.	28*	5	7	0
COC(=O)c1ccccc1NC(=O)NC1CCCCC1	6	-1	-5	-3	5	1	-2	9	3
Cc1ccc(-c2nc(C)sc2CC(=O)OCC(=O)Nc2c(F)cccc2F)cc1	-2	-3	11	0	4	5	5	5	1
CN(C)CCCNc1cc(-c2ccccc2)nc2cc(-c3cccc(F)c3)nn12	4	-3	1	-4	0	0	6	-1	-3
CC(C)Cc1nnc(NC(=O)CCC(=O)NC2CCCCCCC2)s1	3	5	-1	4	-4	4	-6	-1	-1
Nc1ccc(C(=O)CC(=O)Nc2ccc(Cl)cc2)cc1	0	1	2	-3	-2	-5	8	-9	0
Cc1csc(Sc2ccc(C(=O)OCC(=O)Nc3ccc(OC(F)(F)F)cc3)cc2[N+](=O)[O-])n1	13	-4	2	-12	4	0	7	-1	0
Cn1nc(-c2ccccc2)c(C#N)c1Sc1cccc(Cl)c1	-5	-5	7	-5	1	-1	7	2	-5
O=C(Nc1ccc(N2CCCCC2)cc1)C1CCCN1S(=O)(=O)c1ccc(F)cc1 (stereo not drawn)	1	.	4	6	.	2	11	5	-2
Cn1ccnc1SCCNC(=O)CCc1nnc(CCc2ccccc2)o1	3	-4	5	4	0	-3	6	1	-1
CCc1nc2c(oc3ccccc32)c(=O)[nH]1	0	-2	4	1	0	5	5	4	3
CC(=O)N(Cc1ccccn1)Cc1ccco1	-7	-2	4	-1	5	4	-4	1	5
COc1ccc(NC(=O)c2ccccc2Sc2ccc(NC(C)=O)nc2)cc1	-1	3	1	-1	5	1	7	2	-4
CCC(C)NC(=O)C(Cc1ccccc1)NS(=O)(=O)c1ccc2c(c1)oc(=O)n2C (stereo not drawn)	0	-2	-2	2	-2	1	2	-2	1
COC(=O)NNC(=S)Nc1cc(OC)ccc1OC	-11	0	-1	0	8	4	0	7	-4
Cc1cccc(C(=O)NC2CCCc3ccccc32)c1 (stereo not drawn)	0	-3	-1	0	-6	.	.	.	2
COc1ccc(N/C=C2\C(=O)c3c(sc(C)c3C)N(C)S2(=O)=O)cc1	-2	-2	9	3	-4	2	5	-9	3
CCOC(=O)c1cc2c(=O)n3ccccc3nc2n(C(C)C)c1=NC(=O)c1ccco1	-4	-1	-1	-2	3	0	2	-3	5
COCCCNC(=O)C1CCN(C(=O)Nc2ccc(Cl)cc2)CC1	0	-1	-1	-1	2	0	6	2	-3
CCON1C(=O)C(C)(C)N(OCC)C(=O)C1(C)C	0	1	-3	-1	5	0	0	-3	2
O=C(/C=C/Nc1ccccc1)c1ccc(Oc2ncccn2)cc1	4	1	4	1	5	0	11	3	0
O=C(CCn1ccc([N+](=O)[O-])n1)Nc1nccs1	4	3	3	3	1	.	.	.	-1
CCc1ccccc1N(C(=O)c1ccco1)C(C(=O)NC1CCCC1)c1cccnc1 (stereo not drawn)	-1	1	-2	-1	4	-1	5	-3	0
O=C(CN1C(=O)c2ccccc2S1(=O)=O)NC(Nc1ccccc1F)C(Cl)(Cl)Cl (stereo not drawn)	5	-1	-6	0	-3	9	4	6	-13
O=C(O)C1C2CCC(O2)C1C(=O)Nc1ccc(Cl)cc1F (stereo not drawn)	-3	-2	2	-1	5	2	8	4	2
NC(=O)CC(NC(=O)Cc1cccc2ccccc12)c1ccc(N2CCCCCC2)c([N+](=O)[O-])c1 (stereo not drawn)	2	0	11	1	2	6	-3	10	1
CCN(CC)c1ccc(O)c(C=Nc2ccc(C)c(C)c2)c1	-3	2	3	6	6	4	1	6	-2
NC(=O)c1c(/N=C/c2cccnc2)sc2c1CCCC2	-4	0	2	-1	-9	.	.	.	0
Cc1cc(C)n(CC(C)(O)c2ccccc2)n1 (stereo not drawn)	0	1	0	-2	0	0	-8	-4	1
O=C(Nc1ccc2c(c1)N(S(=O)(=O)c1cccs1)CCC2)c1c(F)cccc1Cl	-4	-12	9	-12	-22	-6	-8	-12	-1
NC(=O)c1ccc(NC(=O)C2COc3ccccc3O2)cc1 (stereo not drawn)	0	1	2	2	-1	2	8	-1	-3
O=C(NCCc1ccccc1Cl)C1CCC(=O)N(C2CCCCCC2)C1 (stereo not drawn)	-3	5	-1	-2	3	3	8	2	3
CCN(CC)S(=O)(=O)c1ccc(C)c(NC(=O)COc2ccc3c(C)cc(=O)oc3c2)c1	1	-1	0	-1	0	5	4	-3	3

(continued)
SMILES	PME-1 inh	Fam108B inh	pPAFAH FP inh	LYPLA1 counter	GSTO1 inh	PAFAH1B2 inh	PAFAH1B3 inh	PAFAH2 inh	PAD4 inh
Cc1ccc(S(=O)(=O)N(Cc2ccccc2)C(C)C)cc1	-2	-2	-1	-2	6	-1	-2	4	-1
CC1(C)CC(=O)C(C2C3=C(CC(C)(C)CC3=O)Oc3ccccc32)=C(O)C1 (stereo not drawn)	2	-1	0	0	-14	7	4	2	-5
N#C/C(=C1/CCCN1)c1ccccn1	6	-1	6	0	4	7	2	8	2
COc1ccccc1NS(=O)(=O)c1cc(C(=O)NCC2CCCO2)ccc1C (stereo not drawn)	-1	-2	-1	4	4	6	9	6	-4
O=C(NCc1cccc(Cl)c1)c1cccc(S(=O)(=O)N2CCCC2)c1	7	.	5	0	.	1	7	-1	3
CC(=O)c1ccc(NC(=O)C2C3C=CC(C3=C(c3ccccc3)c3ccccc3)C2C(=O)O)cc1 (stereo not drawn)	-5	-5	6	3	6	23	5	-6	5
CCOC(=O)n1c(=O)oc2cc(S(=O)(=O)N3CCCCC3)ccc21	0	2	1	1	4	4	0	2	-5
CCCCN(C(=O)c1ccc2c(c1)NC(=O)CS2)c1ccccc1	5	.	2	-1	.	21	1	-3	5
C=CC[C@H](CC(=O)N(CCO)Cc1ccccc1)C(=O)N[C@H](COC(=O)[C@H](CC=C)CC(=O)OC(C)(C)C)Cc1ccccc1	.	.	-3	.	.	7	9	-3	-3
COc1ccc(S(=O)(=O)N2CCN(C(=O)c3cc(-c4ccc(Br)cc4)n[nH]3)CC2)cc1OC	-12	-20	2	-17	-13	-1	-2	0	3
CCCC(=O)NC(=S)Nc1ccc(C(C)=O)cc1	3	-1	3	-3	3	5	6	-1	-3
O=C(CNC(=O)C1CCCCC1)OCC(=O)c1ccc(F)cc1	-8	.	5	3	.	2	1	3	-3
O=C(COC(=O)COc1ccccc1F)NCc1ccco1	.	.	2	.	.	5	5	7	-6
Cc1ccc2oc(C(=O)N(C)CCC(O)c3ccccc3)c(C)c2c1 (stereo not drawn)	5	0	9	-2	5	0	3	3	-6
CCOC(=O)C1CCCN(S(=O)(=O)c2ccc(S(=O)(=O)N(CC)CC)cc2)C1 (stereo not drawn)	4	-2	8	-2	10	7	7	3	-4
CCN(C(=O)COC(=O)/C=C/c1cccc([N+](=O)[O-])c1)c1ccccc1	-3	-3	3	1	-1	4	4	-10	1
COc1ccc(-n2cnnc2SCC(=O)N2CCN(c3ccccc3)CC2)cc1	2	-1	1	3	7	3	-7	5	-5
CCCC12CN3CC(C)(CN(C1)C3c1cccs1)C2=O (stereo not drawn)	-4	0	-5	-2	-4	.	.	.	3
NC(=O)CSc1nc2c(sc3ccccc32)c(=O)n1CCCN1CCOCC1	-3	0	-1	-4	-2	1	10	0	2
C/C(=N/NC(=O)c1cn(-c2cccc(C)n2)cn1)c1ccc(C)cc1	-2	1	1	-3	-1	0	-8	-8	-4
O=C(NCC1CCCO1)c1cc2c(s1)CS(=O)(=O)C2 (stereo not drawn)	-4	-2	-4	0	-2	8	3	-4	-1
CCOC(=O)c1c(NC(=O)COC(=O)c2ncc(Cl)c(Cl)c2Cl)sc(C(=O)N(C)C)c1C	-3	2	4	1	0	6	7	2	-9
COc1cc(C(=O)NCc2cccc3ccccc23)cc(Cl)c1OC	-12	-13	-2	-11	-17	1	-6	-4	-3

Not all compounds are listed, so the mix of outcomes need not match the whole.
